Assay outcomes as filed in PubChem.
ERp5 inh: ERp5 (human) disulfide isomerase inhibition; Q15084; ERp5 insulin aggregation, absorbance 650 nm, 90 min; inhibition, % at 9.99 µM; 350,000 tested, 0.05% active; AID 651711;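 active means mean replicate inhibition above about 25%, with every replicate also reaching it, limit read from the data, passing the limit was not always enough; inconclusive means only one of those two criteria met; inactive means neither criterion met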
Target sequence (Q15084 whole entry, looked up): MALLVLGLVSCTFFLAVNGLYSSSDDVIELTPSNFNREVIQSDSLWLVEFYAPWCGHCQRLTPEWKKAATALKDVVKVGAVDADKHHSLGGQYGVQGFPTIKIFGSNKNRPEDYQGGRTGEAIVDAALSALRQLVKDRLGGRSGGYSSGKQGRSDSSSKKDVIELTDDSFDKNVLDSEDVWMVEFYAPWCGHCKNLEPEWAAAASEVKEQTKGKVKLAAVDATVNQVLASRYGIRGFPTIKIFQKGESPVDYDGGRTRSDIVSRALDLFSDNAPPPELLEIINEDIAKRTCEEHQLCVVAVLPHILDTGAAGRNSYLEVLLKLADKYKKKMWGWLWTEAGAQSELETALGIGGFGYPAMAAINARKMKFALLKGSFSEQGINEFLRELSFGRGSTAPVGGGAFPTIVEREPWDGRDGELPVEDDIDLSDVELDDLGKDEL
GSIS activator: primary screen for activators of insulin secretion dependent on glucose, INS-1E cells, GLuc reporter luminescence. activation, % at 16.6 µM. 370,000 tested, 0.61% active. INS-1E GLuc reporter insulin secretion, 2-3 h;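 active means lowest replicate activation of at least 40%, so every replicate reaches that level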;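 further: 0% = median of neutral control wells and 100% = median of IBMX positive control wells; some compounds called inactive have numbers as strong as hits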
ARNT TACC3 PPI: ARNT/TACC3 interaction disruption; inhibition, % at 9.99 µM; Q9Y6A5; 390,000 tested, 0.66% active; AlphaScreen His-ARNT PAS-B/GST-TACC3 binding, luminescence; TACC3 fragment carries E629A point mutation; AID 623870;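 active means mean inhibition of replicates at least 50% and at least half of replicates each reaching 50%; inconclusive means half or more replicates reach 50% but mean below 50%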;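 further: 0% = complete ARNT plus TACC3 wells and 100% = ARNT alone without TACC3; many hits fall short of the cut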
XiGFP reactiv: reactivates the inactive X chromosome in mouse fibroblasts | XiGFP mouse fibroblasts, % GFP-positive cells imaging, 3 d; cells co-treated with 5-aza-dC sensitizer; scaled so ellipticine positive control = 100% | activation, % at 7.58 µM | 360,000 tested, 0.055% active;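 active means mean normalized replicate activation at least 10% and every replicate at or above 10%; inconclusive means only one of the two criteria met; inactive means mean below 10% and not all replicates reach 10%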;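 further: 0% = median of on-plate neutral control wells and 100% = ellipticine 6 µM median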
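Material: SV40-immortalized XiGFP fibroblast cells, line 68-5-11 | Buffer or medium: DMEM containing 5-aza-dC | Dosing: One concentration, pinned | Times: 3 d treatment, 15 min room-temperature fixation | Controls: Ellipticine 6 µM positive control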
F508del corr: correctors of CFTR F508del function in bronchial epithelial cells | activity (quench increase), % at 7.58 µM | AID 720511 | 350,000 tested, 0.36% active | CFBE cells, YFP halide quenching; stimulated with forskolin plus potentiator P3; % fluorescence drop versus neutral controls;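 active means mean added fluorescence quench of at least 8% versus neutral control, with both replicates also reaching 8%; inconclusive means only one of the mean or replicate conditions met; inactive means mean below 8% and not both replicates reaching 8%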;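 further: cells transiently co-express mutant CFTR-F508del with the halide-sensitive YFP; corrector assay measuring rescue of mutant channel to the surface after 24 h compound exposure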
DENV2 CPE: DENV2-induced cell death inhibition; DENV2-infected cells, cytopathic effect rescue, plate reader; CPE inhibition, % at 9.99 µM; 350,000 tested, 1.7% active; in the data active means CPE inhibition above about 20%, passing the limit was not always enough; inconclusive means no clear call, values can overlap the other calls; tested in BHK-21 cells;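 further: 0% = median of neutral control wells and 100% = median of positive control wells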
EWS-Fli inh: EWS/Fli transcriptional activity inhibition; inhibition, % at 12.6 µM; A673 NR0B1-luciferase reporter, viability-normalised; 350,000 tested, 0.67% active;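 active means mean inhibition of at least 50% after viability correction, with every replicate also passing that limit; inconclusive means mean reaches 50% but only one of two replicates passes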;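 further: firefly luciferase signal divided by Alamar Blue viability fluorescence both relative to DMSO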
PAX8 reporter: PAX8 transcriptional activity inhibition; RMG-I TPO-luciferase reporter, SteadyGlo, 24 h; inhibition, % at 12.6 µM; 360,000 tested, 1.2% active;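 active means mean replicate inhibition at least 60% with every replicate also reaching 60%; inconclusive means only one of the two criteria is met; inactive means mean below 60% and not all replicates reaching 60%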;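 further: luciferase light reporting Pax8 driven TPO promoter activity; plate controls were median of neutral control wells for no effect and mitoxantrone controls for full effect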
* hit, by the source's call; ? = inconclusive; / = not tested or not shown.

entry	Structure	ERp5 inh	GSIS activator	ARNT TACC3 PPI	XiGFP reactiv	F508del corr	DENV2 CPE	EWS-Fli inh	PAX8 reporter
1	COCCSc1nc(N)c(NC(=O)c2ccc(OC)cc2)c(=O)[nH]1	2	6	/	0.0	0.2	4	-1	-26
2	O=C(CSc1nc2ccccc2o1)N1CCN(S(=O)(=O)c2ccc3ccccc3c2)CC1	/	7	-2	0.4	/	/	/	4
3	CN1CCN(C(=O)C2=NOC3(C2)C(=O)Nc2ccccc23)CC1 (stereo not drawn)	-1	11	/	-0.1	-0.9	-16	-11	-28
4	C[C@@H]1CCCCO[C@@H](CN(C)Cc2ccncc2)[C@@H](C)CN([C@H](C)CO)C(=O)c2cc(NS(=O)(=O)c3ccc(F)cc3)ccc2O1	-2	-5	-10	0.3	-0.3	-9	0	-20
5	C=CCC(C#N)(c1ccc(OC)c(OC)c1)c1cnccn1 (stereo not drawn)	2	14	-3	-0.3	1.4	10	-3	-1
6	COc1ccc(NC(C)=O)cc1S(=O)(=O)NCCc1ccccn1	1	1	-10	0.0	-2.7	-4	-1	-8
7	CCc1cc2c(=O)n(CC(=O)NC3CCCCC3)cnc2s1	-6	1	14	0.1	1.0	-5	/	0
8	COCC#Cc1cnc2c(c1)C(=O)N([C@@H](C)CO)C[C@@H](C)[C@H](CN(C)C(=O)C1CCC1)O2	15	12	-7	0.4	2.9	-6	6	/
9	O=C(COc1ccccc1[N+](=O)[O-])NCC1COc2ccccc2O1 (stereo not drawn)	3	-1	17	0.0	-0.7	-6	-13	-2
10	Cc1noc(C)c1NC(=O)Nc1ccc2c(c1)C(=O)N([C@@H](C)CO)C[C@H](C)[C@@H](CN(C)C(=O)Cc1ccccc1)OCCCC[C@H](C)O2	0	-7	-2	0.0	-2.1	17	-6	-12
11	COCCCNCCOc1ccc(C)cc1[N+](=O)[O-]	/	23	-4	-0.1	/	/	/	-11
12	O=C(C[C@@H]1C/C=C\CC[C@H](Cc2ccc(F)cc2)C(=O)OC[C@@H]2CCCN2C1=O)N[C@H](CO)Cc1ccccc1	2	-18	0	0.0	5.2	-12	19	19
13	COc1ccccc1-c1ccccc1[C@@H]1[C@H](C#N)N(C(=O)C2CCC2)[C@H]1CO	4	-8	/	0.2	1.6	-11	-2	7
14	COC(=O)[C@@]1(Cc2ccc(OC)cc2)[C@H]2c3cc(C(=O)N(C)C)n(Cc4c(CO)[nH]cc(C)c4=O)c3C[C@H]2CN1C(=O)c1ccccc1	0	-6	/	0.0	-0.8	6	-5	17
15	O=C(O)C1CCN(C(=O)CSc2nc3ccccc3s2)CC1	-2	31	-13	0.0	-0.5	6	7	-3
16	COc1ccc(N(Cc2cc(=O)[nH]c3ccccc23)C(C)=O)cc1	1	28	-21	0.0	-1.5	10	15	13
17	CCC(=O)N1CCCC(C)(C(=O)Nc2nccc3cccnc23)C1 (stereo not drawn)	11	9	/	0.0	-1.2	2	2	9
18	O=C(Nc1ccc(F)cc1)N1CC(=O)N2[C@H](CO)[C@H](c3ccc(-c4cccc(F)c4)cc3)[C@@H]2C1	-3	-30	/	0.0	0.0	-7	-9	8
19	COC(=O)c1ccc(NC(=O)CCS(=O)(=O)c2ccc(C)cc2)cc1	2	-7	-7	0.0	-1.3	12	7	0
20	COc1ccccc1NCC(=O)N/N=C/c1sccc1C	1	7	-9	0.0	2.6	1	-33	-15
21	C[C@H]1CN([C@@H](C)CO)C(=O)c2cc(-c3ccc(C#N)cc3)cnc2O[C@@H]1CN(C)C(=O)c1cccnc1	-1	-10	0	-1.2	-0.7	0	-8	-36
22	Cn1cc(/C=C2\SC(=O)N(c3ccccc3)C2=O)c2ccccc21	/	-3	1	6.3	/	/	/	-70
23	O=Cc1ccc(Oc2cnccn2)cc1	8	4	/	0.1	2.4	0	13	-7
24	c1cncc(CNc2cccc(-c3nc4ccccc4[nH]3)c2)c1	-7	14	0	0.1	/	2	-66	-156
25	CN1OC[C@@H]2CN(Cc3ccccc3)[C@H](c3ccc(-n4ccnc4)cc3)C[C@@H]21	-2	-1	/	0.1	4.2	9	5	-4
26	COc1cccc(/C=N/NC(=O)C(=O)Nc2ccccc2OC(F)(F)C(F)F)c1O	-9	-6	3	0.2	15*	18	11	47
27	S=C(c1ccc2c(c1)OCO2)N1CCOCC1	-1	8	0	-0.1	1.0	4	10	-13
28	COc1ccccc1C(=O)NCC(=O)OCC(=O)NNC(=O)c1ccc(Br)cc1	6	7	3	1.0	1.2	-8	10	3
29	COc1ccc(NC2CCCN(Cc3cccc4cnccc34)C2)cc1OC (stereo not drawn)	-1	-26	3	0.1	-1.4	-1	-3	4
30	CN1C[C@H]2[C@@H](c3ccccc31)[C@@H](CO)N2C(=O)Nc1ccccc1	-3	7	0	0.5	-1.6	59*	-5	-10
31	O=C(C[C@H]1CC[C@@H](NC(=O)c2cccnc2)[C@H](CO)O1)NCc1ccc(Cl)c(Cl)c1	-4	-2	18	0.7	-0.1	-4	-7	-4
32	O=C(O)COCc1nc2ccccc2s1	1	24	-8	-0.2	1.6	-1	-6	9
33	CN(CC(=O)Nc1ccc(C(N)=O)cc1)CC(=O)Nc1ccccc1Br	2	2	-1	0.1	-1.6	-6	5	24
34	COc1ccc(CCNS(=O)(=O)CC23CCC(CC2=O)C3(C)C)cc1OC (stereo not drawn)	5	11	-7	0.3	2.3	5	2	12
35	O=C1NC2(c3ccccc3)NC(=O)NC2(c2ccccc2)N1 (stereo not drawn)	0	-7	-8	0.0	0.4	-1	2	3
36	O=C(C[C@@H]1CC[C@H]2[C@@H](COC[C@@H](O)CN2CCc2ccccc2)O1)NCc1ccccc1	-5	4	1	0.3	-0.6	4	-2	-4
37	N#C[C@H]1[C@H](c2ccccc2)[C@H](CO)N1C(=O)c1cc(Cl)cc(Cl)c1	6	-4	-17	-0.1	-1.3	-4	14	-1
38	Oc1ccccc1Oc1c(F)c(F)nc(N2CCCC2)c1F	-5	-7	/	0.1	/	18	6	0
39	COc1ccc2c3c([nH]c2c1)[C@H](CO)N(S(=O)(=O)c1ccc(C)cc1)CC31CCN(Cc2nccs2)CC1	-3	1	/	0.0	-3.9	-1	-3	1
40	COc1ccc(CN(C)C[C@H]2Oc3ccc(NS(=O)(=O)c4ccccc4)cc3C(=O)N([C@@H](C)CO)C[C@H]2C)cc1	-4	2	-5	-1.4	0.2	-10	6	-2
41	COc1ccc(C(=O)NCC(=O)OCc2ccc([N+](=O)[O-])cc2)cc1	0	-9	/	0.4	/	8	5	19
42	COc1ccc(S(=O)(=O)N2CCOCC2)cc1NC(=O)COC(=O)CCS(=O)(=O)c1ccc(C)cc1	0	/	-2	0.1	-0.7	-4	0	-9
43	O=C(C[C@@H]1CC[C@@H]2[C@H](COC[C@@H](O)CN2C(=O)Nc2cccc(F)c2)O1)NCCCN1CCOCC1	2	-7	-2	0.2	1.9	/	-28	-32
44	Cc1ccc(C(=O)CN(CCC(=O)O)S(=O)(=O)c2ccc([N+](=O)[O-])cc2)cc1	-1	/	-5	0.0	2.3	-4	-6	-19
45	O=C(/C=C/c1ccc(S(=O)(=O)N2CCOCC2)cc1)NCc1ccccc1F	4	1	-7	0.0	-3.3	8	14	5
46	COC(=O)C[C@@H]1CC[C@@H]2[C@H](COC[C@H](O)CN2CCC(F)(F)F)O1	-2	-12	-8	0.1	1.4	1	-5	-13
47	CCc1nn(CC(=O)N2CCN(CC)CC2)c(=O)c2cc3sccc3n12	1	3	3	0.0	-0.9	10	-11	-5
48	CCCCn1c(N)c(N(CC(C)C)C(=O)CCCc2nc3ccccc3c(=O)[nH]2)c(=O)[nH]c1=O	-3	10	-1	-0.1	-1.3	6	-2	6

Some of these compounds in order of heavy-atom count, ascending:
entry	Structure	ERp5 inh	GSIS activator	ARNT TACC3 PPI	XiGFP reactiv	F508del corr	DENV2 CPE	EWS-Fli inh	PAX8 reporter
32	O=C(O)COCc1nc2ccccc2s1	1	24	-8	-0.2	1.6	-1	-6	9
33	CN(CC(=O)Nc1ccc(C(N)=O)cc1)CC(=O)Nc1ccccc1Br	2	2	-1	0.1	-1.6	-6	5	24
34	COc1ccc(CCNS(=O)(=O)CC23CCC(CC2=O)C3(C)C)cc1OC (stereo not drawn)	5	11	-7	0.3	2.3	5	2	12

Next records follow.
entry	Structure	ERp5 inh	GSIS activator	ARNT TACC3 PPI	XiGFP reactiv	F508del corr	DENV2 CPE	EWS-Fli inh	PAX8 reporter
49	O=C(COc1ccc2c(c1)CCC2)N1CCN(c2ccccc2F)CC1	/	9	-6	0.1	/	/	/	20
50	O=C(CSc1cccc2cccnc12)N/N=C/c1ccc(O)cc1	4	45	27	-0.1	0.1	8	-114	5
51	CCCNC(=O)N1CC(=O)N2[C@@H](CO)[C@@H](c3ccc(C#CCC4CCCC4)cc3)[C@@H]2C1	3	21	/	0.0	-2.4	-2	-2	/
52	Cc1ccc(NC(=O)Cn2c(CCC(=O)O)ccc2-c2cccs2)cc1Cl	3	-21	3	-0.1	-3.1	-7	-2	-2
53	O=C(C[C@@H]1C=C[C@@H](NC(=O)C2CCOCC2)[C@H](CO)O1)Nc1ccc(-c2ccccc2)cc1	7	12	-3	0.0	-0.3	?	-3	-3
54	OC[C@@H]1[C@@H](c2ccc(Br)cc2)[C@H]2CN(Cc3cncnc3)CCCCN12	-1	31	2	0.1	0.2	-2	-7	9
55	Cc1ccc(S(=O)(=O)Nc2cccc(C(=O)N3CCCC3)c2)cc1F	2	-2	-2	0.0	-0.7	-7	-4	-12
56	O=C(COC(=O)c1ccco1)Nc1cccc(S(=O)(=O)N2CCCCC2)c1	2	-9	/	0.0	2.6	-2	6	6

A second format for 2 compounds above:
20. COc1ccccc1NCC(=O)N/N=C/c1sccc1C
52. Cc1ccc(NC(=O)Cn2c(CCC(=O)O)ccc2-c2cccs2)cc1Cl
compound no.,20,52
ERp5 inh,1,3
GSIS activator,7,-21
ARNT TACC3 PPI,-9,3
XiGFP reactiv,0.0,-0.1
F508del corr,2.6,-3.1
DENV2 CPE,1,-7
EWS-Fli inh,-33,-2
PAX8 reporter,-15,-2

Not a hit list; about 4.2% have a hit in one of these screens.
